Screening data: PubChem BioAssay, several laboratories
ZTA DNA inh: ZTA (EBV) inhibition in EBNA-1 counter-screen. P03206. ZTA-DNA binding, fluorescence polarization. inhibition, % at 11 µM. actives 0.15% (n = 320,000); in the data active = inhibition above about 33%
Fh CTSL1 inh: counter-screen for PFM18AAP inhibitors: inhibitors of F. hepatica cathepsin L1; inhibition, % at 5.96 µM; recombinant F. hepatica cathepsin L1, Z-Leu-Arg-MCA fluorescence; actives 0.49% (n = 300,000);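 active = inhibition above the mean of all tested compounds plus 3 SD, set per screening campaign, cut at about 17% in these data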;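 also: 0% = plate median of test compound wells and 100% = 1 µM Z-Phe-Ala-diazomethylketone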
PP1 counter: blocks human PP1-alpha phosphatase, a PP5 counter-screen. AID 2235. inhibition, % at 6.7 µM. purified PP1alpha, OMFP fluorescence. P62136. actives 0.9% (n = 320,000);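 active = inhibition above the mean inhibition of all tested compounds plus 3 SD, computed separately for each screening campaign, cut at about 15% in these data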
Target sequence (P62136 whole entry, looked up): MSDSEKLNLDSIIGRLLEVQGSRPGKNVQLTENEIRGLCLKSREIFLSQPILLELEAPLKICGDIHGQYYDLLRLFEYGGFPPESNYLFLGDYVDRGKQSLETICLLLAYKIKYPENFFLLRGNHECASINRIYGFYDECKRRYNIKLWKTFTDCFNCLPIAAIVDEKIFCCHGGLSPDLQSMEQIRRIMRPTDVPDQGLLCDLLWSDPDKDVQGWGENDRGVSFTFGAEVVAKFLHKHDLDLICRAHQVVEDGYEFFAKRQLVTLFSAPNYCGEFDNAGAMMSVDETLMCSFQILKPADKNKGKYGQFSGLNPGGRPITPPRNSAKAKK
PP5 inh: PP5 (human) phosphatase inhibition | P53041 | purified PP5c, OMFP substrate fluorescence | inhibition, % at 6.7 µM | actives 0.18% (n = 320,000);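 active = inhibition above the campaign's mean inhibition across all tested compounds plus 3 SD, cut at about 9.5% in these data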;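 also: 0% = DMSO only and 100% = 100 µM cantharidin control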
Target sequence (P53041 whole entry, looked up): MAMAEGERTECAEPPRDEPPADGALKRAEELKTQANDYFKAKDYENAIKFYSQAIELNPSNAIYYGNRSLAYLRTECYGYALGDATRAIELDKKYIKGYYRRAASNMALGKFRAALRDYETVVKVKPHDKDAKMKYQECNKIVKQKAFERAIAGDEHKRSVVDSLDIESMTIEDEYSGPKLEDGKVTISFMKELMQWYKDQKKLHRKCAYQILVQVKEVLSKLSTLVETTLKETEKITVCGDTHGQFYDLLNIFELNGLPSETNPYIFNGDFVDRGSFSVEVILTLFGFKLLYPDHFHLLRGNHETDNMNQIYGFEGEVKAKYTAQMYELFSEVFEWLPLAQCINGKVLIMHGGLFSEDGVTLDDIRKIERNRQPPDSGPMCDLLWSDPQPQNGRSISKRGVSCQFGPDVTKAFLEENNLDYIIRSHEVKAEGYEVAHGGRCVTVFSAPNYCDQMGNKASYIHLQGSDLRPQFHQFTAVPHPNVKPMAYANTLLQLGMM
JMJD2C inh: human JMJD2C demethylase inhibition | Q9H3R0 | GST-JMJD2C(1-420) H3K9me3 demethylation, DELFIA europium | inhibition, % at 2.35 µM | actives 0.069% (n = 330,000);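 active = more than half of a compound's replicate wells show inhibition beyond 50%, single wells judged on their own value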;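 also: signal counts dimethyl H3K9 product captured on neutravidin plate; 0% = median of DMSO wells and 100% = 0.3 times that DMSO median; strong numbers were not always called active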
EBNA-1 inh: blocks EBNA-1 binding to DNA. EBNA-1 DNA binding, fluorescence polarization. inhibition, % at 14.8 µM. actives 0.34% (n = 300,000); in the data active = inhibition above about 28%
HCV core dimer: HCV core protein dimerization inhibition | TR-FRET GST/Flag-core106 dimerization, 1536-well | inhibition, % at 5 µM | AID 1899 | actives 0.33% (n = 300,000);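 active = inhibition above the mean of all tested compounds plus 3 SD, set per screening campaign, cut at about 45% in these data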
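Assay system: tagged HCV core106 pair (GST and Flag); medium: KF-containing HEPES buffer, pH 7.45, DTT, CHAPS, BSA; also added: Eu donor and XL665 acceptor anti-tag antibodies; dosing: 5 µM single dose; timing: compound-protein-antibody incubation 4 h at 22.5 °C; signal: TR-FRET 671 and 617 nm emission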
TPT1 inhibitor: C. albicans TPT1 enzyme inhibition; AID 1962; inhibition, % at 5 µM; recombinant caTPT1, FP RNA substrate dephosphorylation; actives 0.81% (n = 300,000);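 active = inhibition above the mean of all tested compounds plus 3 SD, set per screening campaign, cut at about 24% in these data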;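 also: plate controls were DMSO alone for no effect and ferristatin control at 100 nM for full effect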
CR mimetic SO: lowers age-related superoxide in aged yeast cells | S. cerevisiae aged cells, superoxide DHE fluorescence; active compounds read low | superoxide response (% of plate mean), % at 10 µM | actives 0.18% (n = 330,000) | AID 2690;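 active = superoxide response under a set limit, about three screen SD below normal, cut at about 65% in these data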;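 also: yeast aged for seven days with compound at 30 °C before DHE staining; 100% = average MFI of all compound-treated wells on the plate with controls excluded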
Active calls of the source: *; nt = no result given.

no.	SMILES	ZTA DNA inh	Fh CTSL1 inh	PP1 counter	PP5 inh	JMJD2C inh	EBNA-1 inh	HCV core dimer	TPT1 inhibitor	CR mimetic SO
1	COc1cccc(C2C(C(N)=O)=C(C)Nc3nc(CCCO)nn32)c1 (configuration not stated)	5.4	-5.0	-1.4	3.9	2.7	-15.9	-3.4	-1.4	107.5
2	CCC(Sc1nc2cc3c(cc2c(=O)n1Cc1ccco1)OCO3)C(=O)NCCOC (configuration not stated)	0.7	0.2	-6.5	2.8	13.0	-10.1	-4.8	2.7	109.9
3	N#CC1(NC(=O)COC(=O)c2cc(=O)[nH]c3ccccc23)CCCCC1	-4.7	-7.9	5.3	-0.4	-33.1	-0.7	1.7	2.5	111.7
4	CC(=O)c1cccc(NC(=O)N2CCC(NC(=O)c3ccco3)CC2)c1	-3.6	0.6	2.1	1.0	4.6	-0.5	-2.1	-1.6	86.1
5	CCc1noc(C)c1C(=O)NC1CCCc2c1cnn2-c1ccc(C(C)(C)C)cc1 (configuration not stated)	-1.4	4.3	1.0	-1.1	17.0	-2.3	8.5	-1.5	97.8
6	O=C(Nc1nc(-c2nc3ccccc3s2)cs1)c1ccc(S(=O)(=O)N2CCOCC2)cc1	8.5	2.7	9.3	5.2	5.8	0.2	0.5	2.1	80.4
7	NC(=NCCc1c[nH]c2ccccc12)NS(=O)(=O)c1cc(F)ccc1F	-4.5	2.9	-2.5	1.1	-11.7	-6.2	-3.8	4.3	114.4
8	COc1cc(CNc2ccc(N3CCCCC3)cc2)ccc1OCC(=O)NC(C)(C)C	6.2	-4.2	4.7	0.0	-0.8	-11.4	-5.2	1.2	97.9
9	CCN(CC)C(=O)COC(=O)C1CCN(S(=O)(=O)c2ccc3c(c2)OCCO3)CC1	-8.1	nt	-1.3	1.3	12.4	nt	nt	nt	83.2
10	COc1cccc(C2C3=C(CC(C)(C)CC3=O)Nc3cc4c(cc32)OCO4)c1 (configuration not stated)	-11.5	2.0	-3.9	2.8	-1.9	-15.8	1.0	-3.9	88.4
11	COc1ccc(CCC(C)Nc2cccc(F)c2)cc1 (configuration not stated)	3.7	0.1	2.3	3.6	-3.5	2.2	-4.1	1.1	107.1
12	N#Cc1c(NC(=O)CN2CCOCC2)oc(-c2ccccc2)c1-c1ccccc1	6.4	-1.9	3.4	0.8	-3.5	5.8	-1.3	-3.1	99.6
13	O=C(CN(C(=O)CCC(=O)Nc1ccccn1)C1CCCC1)NCc1ccccc1	-2.7	1.7	-2.9	-0.3	-8.2	7.3	10.3	-1.6	96.2
14	CCOc1ccc(OCC)c(NC(=O)CCNS(=O)(=O)c2cc(Br)cnc2N)c1	9.5	0.1	1.8	1.2	18.8	7.2	6.6	2.6	125.2
15	CN(C)C(=O)CSc1nc2ccccc2c(=O)[nH]1	6.9	-1.1	-1.0	0.1	4.9	-3.5	-5.9	-0.1	85.0
16	CC1Cc2ccccc2N1C(=O)CN1C(=O)CN(C)C(=O)c2ccccc21 (configuration not stated)	3.6	1.2	-3.3	-2.0	3.3	1.7	-5.1	-0.7	89.4
17	CCOC(=O)Cn1cnc2c(nnn2-c2ccc(C)cc2)c1=O	5.9	1.2	-0.8	-1.7	1.4	0.9	-0.9	0.0	83.4
18	CCCOc1ccc(OCC(=O)c2[nH]c(C)c(C(C)=O)c2C)cc1	-18.5	-3.9	-3.6	4.0	6.2	-11.8	3.3	0.5	122.1
19	COc1cccc(Nc2c([N+](=O)[O-])cncc2[N+](=O)[O-])c1	-5.2	-2.0	-2.1	0.2	5.7	-15.1	0.9	0.8	109.7
20	Cc1ccccc1C(OCCN(C(C)C)C(C)C)c1ccccc1 (configuration not stated)	-5.2	-5.5	-4.0	1.6	5.1	-2.5	-3.4	-2.1	103.4
21	COc1cn(-c2ccccc2)nc1C(=O)Nc1ccc(C)cc1	-11.1	-1.3	14.8	4.2	-16.0	-6.6	-6.0	-0.5	106.4
22	COc1cccc(CC2(CO)CCCN(Cc3ccc(CO)o3)C2)c1 (configuration not stated)	-4.4	4.6	-4.1	-3.0	3.6	7.2	-2.8	-1.5	107.0
23	CN1CCN(C(=O)C2=C[C@H](c3csc4ccccc34)C[C@H](OCCCCO)O2)CC1	9.6	-1.8	-5.1	2.5	-3.8	13.9	-16.3	0.0	102.2
24	CC1(c2ccc(Cl)cc2)NC(=O)N(CN2CCOCC2)C1=O (configuration not stated)	8.8	-1.4	-3.1	2.3	-1.0	2.2	1.8	-1.0	89.6
25	O=c1cc(-c2ccccc2)c2ccccc2[nH]1	-10.7	-0.2	3.0	-1.3	-29.3	15.9	5.0	-4.5	94.6
26	COc1ccc(Cl)cc1NC(=O)COC(C)=O	-1.3	-5.6	-3.9	0.0	-22.4	11.4	-2.4	-1.2	108.9
27	Cn1c(=O)n(CCc2ccccc2)c(=O)c2c1ncn2Cc1ccccc1	-3.1	-0.4	-1.4	4.5	-0.1	-1.5	-3.0	-2.7	101.7
28	Cc1cc(C)nc(N2N=C(c3ccccc3)CC2=O)n1	1.6	2.2	-2.1	-1.7	-8.8	-6.0	-3.9	-1.2	103.7
29	COc1ccccc1CNC(=O)C1CCCCN1S(=O)(=O)c1ccccc1 (configuration not stated)	6.0	-2.5	1.6	0.8	-16.5	5.6	3.2	-0.5	93.4
30	CCCNC(=O)C(Cc1ccc(Cl)cc1)NC(=O)c1ccc(C#N)cc1 (configuration not stated)	14.0	nt	-7.5	-2.1	2.9	nt	nt	nt	108.4
31	CCOc1ccc(-c2nnc3ccc(SC(C)C)nn23)cc1	3.9	7.9	2.9	1.8	-3.4	2.1	1.0	-0.9	96.4
32	S=C(Nc1ccc(Cl)cc1)c1nc2ccccc2[nH]1	-5.9	0.6	4.5	6.0	2.0	-3.2	-6.3	-3.0	105.5
33	CCOC(=O)C(NCCc1ccccc1F)(NC(C)=O)C(F)(F)F (configuration not stated)	-8.8	-0.9	0.8	0.0	3.0	10.5	-3.9	0.1	92.6
34	C=CCNC(=O)Cn1c(=O)c2c(ncn2CCC(C)C)n(Cc2ccccc2)c1=O	9.7	-2.7	-0.3	1.9	-23.7	7.1	5.7	-0.4	96.4
35	CCCCCCn1c(SCCC)nc2c1c(=O)[nH]c(=O)n2C	3.0	1.6	-0.6	3.9	4.1	5.2	6.8	0.5	100.0
36	CCOC(=O)c1cccc(NC(=O)C(C)N2C(=O)c3ccccc3C2=O)c1 (configuration not stated)	-5.8	-0.8	3.3	0.8	-2.5	-10.9	5.7	-0.5	104.5
37	CC(NC(=O)c1ccccc1F)c1nnc(SCC(=O)NC2CCCCC2)n1C (configuration not stated)	5.8	1.0	0.3	1.2	5.8	16.4	10.3	-0.6	90.1
38	Cc1nc2sccn2c(=O)c1S(=O)(=O)NCCc1ccc(Cl)cc1	-4.4	-2.2	-5.8	-0.7	9.9	-11.6	-2.5	-2.4	89.2
39	CCCCOc1ccc(C(=O)Nc2ccc(OCC(=O)N3CCOCC3)cc2)cc1	-4.3	2.2	-3.2	0.1	2.0	-0.6	-2.0	-2.3	96.5
40	Cc1ccccc1N=Cc1c(O)n(-c2nccs2)c(=O)c2ccccc12	8.4	0.8	-0.5	0.5	-3.4	4.8	16.8	-0.4	94.0
41	CN([C@@H](Cc1ccc(OS(=O)(=O)c2cccc3cnccc23)cc1)C(=O)N1CCN(c2ccccc2)CC1)S(=O)(=O)c1cccc2cnccc12	-15.8	-0.5	28.8*	0.6	nt	13.8	45.0	-5.7	94.9
42	C/C=C/Cn1c(SC)nc2c1c(=O)[nH]c(=O)n2C	-5.2	2.0	-2.3	-0.6	1.4	3.2	-7.6	-1.6	94.8
43	CCc1nc(SCC(=O)NCc2ccco2)c2c3c(sc2n1)CCCC3	2.8	2.6	-11.4	3.8	-9.6	-1.6	-0.2	2.1	117.4
44	COc1ccc(S(=O)(=O)N2CCC(C(=O)NCc3cccc(OC)c3)CC2)cc1	-3.2	-0.4	0.3	0.0	4.8	10.9	-8.7	-4.0	88.8
45	O=C(O)CNC(=O)c1ccc2c(c1)OCCO2	1.3	-5.8	-0.6	-2.5	2.4	3.6	-1.2	-1.7	87.8
46	NNC(=S)Nc1ccc(S(=O)(=O)N2CCOCC2)cc1	11.1	3.5	-1.4	3.1	-1.9	5.2	-4.7	-4.4	94.8
47	COc1ccc(C2CC2/C(C)=N/OC(=O)c2ccc(F)cc2)cc1 (configuration not stated)	-8.5	5.0	2.2	3.3	-1.7	-11.7	3.6	1.9	115.7
48	Cc1ccc(-n2nnnc2-c2cccnc2)cc1	-25.2	-5.7	-2.8	-0.5	5.7	0.5	-0.7	-1.9	113.0
49	COc1ccc(NC(=O)c2cccc(N3C(=O)C4C5CCC(C5)C4C3=O)c2)cc1 (configuration not stated)	-16.1	-2.5	1.7	3.3	19.9	-4.8	-4.5	-3.6	107.1
50	Clc1ccc(Nc2nc(C3CC3)cs2)cc1	-6.2	5.5	-0.9	1.9	3.6	-9.1	0.3	-0.3	109.2
51	CCN(CC)C(=O)c1ccc(-c2nnc(Nc3cccc(O)c3)c3ccccc23)cc1	-1.9	5.8	4.2	0.7	-31.3	4.5	14.5	3.6	105.2
52	CC1CCN(CCNC(=O)C2CCN(S(=O)(=O)c3cccc4nsnc34)CC2)CC1	-24.3	0.7	-1.6	2.0	-12.3	2.5	-12.3	-2.4	82.6

In a second layout: entries from further up.
12. N#Cc1c(NC(=O)CN2CCOCC2)oc(-c2ccccc2)c1-c1ccccc1
13. O=C(CN(C(=O)CCC(=O)Nc1ccccn1)C1CCCC1)NCc1ccccc1
14. CCOc1ccc(OCC)c(NC(=O)CCNS(=O)(=O)c2cc(Br)cnc2N)c1
15. CN(C)C(=O)CSc1nc2ccccc2c(=O)[nH]1
compound no.	12	13	14	15
ZTA DNA inh	6.4	-2.7	9.5	6.9
Fh CTSL1 inh	-1.9	1.7	0.1	-1.1
PP1 counter	3.4	-2.9	1.8	-1.0
PP5 inh	0.8	-0.3	1.2	0.1
JMJD2C inh	-3.5	-8.2	18.8	4.9
EBNA-1 inh	5.8	7.3	7.2	-3.5
HCV core dimer	-1.3	10.3	6.6	-5.9
TPT1 inhibitor	-3.1	-1.6	2.6	-0.1
CR mimetic SO	99.6	96.2	125.2	85.0
